MrgX1 agonist: agonists of human MrgX1 receptor | Q96LB2 | MrgX1-HEK293 cells, Fluo-4 calcium fluorescence, agonist mode; hits give high values | B-score at 10 µM | hit rate 0.44% among 310,000 | AID 588627;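 active = calcium response B-score plate-corrected fluorescence ratio at least 3 library SD, with starting fluorescence B-score inside 5 SD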
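times = overnight plating, then 30 min 37 °C plus 30 min room-temperature dye loading | assay system = stable human MrgX1 HEK293 cell line | input = fifteen thousand cells per well | signal = kinetic calcium dye fluorescence, Fluo-4 NW | dosing = compound delivered in addition one of three | read-out = B-scored fluorescence response ratio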
ANO1 block: mouse TMEM16A channel inhibition, primary screen. normalized B-score (activity score, 25-100; higher = stronger inhibition) at 10 µM. Q8BHY3. AID 588511. hit rate 1.2% among 310,000. HEK293 TMEM16A/YFP iodide influx fluorescence, ionomycin;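 active = ratio plate-corrected score three or more library SD toward inhibition, starting fluorescence score within five deviations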;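 also: score derived from kinetic fluorescence span divided by baseline fluorescence per well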
TRPC6 inh: inhibitors of mouse TRPC6 channel; Q61143; HEK293-TRPC6, membrane potential dye, ACh-evoked depolarization; hits give low values; B-score at 10 µM; hit rate 1.1% among 310,000;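 active = B-score under library mean minus 3 SD, initial fluorescence not abnormally high, positive integrated signal ratio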;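 also: B-score derived from integrated fluorescence ratio over the kinetic read; more negative B-score means stronger inhibition of depolarization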
Target sequence (Q61143 whole entry, looked up): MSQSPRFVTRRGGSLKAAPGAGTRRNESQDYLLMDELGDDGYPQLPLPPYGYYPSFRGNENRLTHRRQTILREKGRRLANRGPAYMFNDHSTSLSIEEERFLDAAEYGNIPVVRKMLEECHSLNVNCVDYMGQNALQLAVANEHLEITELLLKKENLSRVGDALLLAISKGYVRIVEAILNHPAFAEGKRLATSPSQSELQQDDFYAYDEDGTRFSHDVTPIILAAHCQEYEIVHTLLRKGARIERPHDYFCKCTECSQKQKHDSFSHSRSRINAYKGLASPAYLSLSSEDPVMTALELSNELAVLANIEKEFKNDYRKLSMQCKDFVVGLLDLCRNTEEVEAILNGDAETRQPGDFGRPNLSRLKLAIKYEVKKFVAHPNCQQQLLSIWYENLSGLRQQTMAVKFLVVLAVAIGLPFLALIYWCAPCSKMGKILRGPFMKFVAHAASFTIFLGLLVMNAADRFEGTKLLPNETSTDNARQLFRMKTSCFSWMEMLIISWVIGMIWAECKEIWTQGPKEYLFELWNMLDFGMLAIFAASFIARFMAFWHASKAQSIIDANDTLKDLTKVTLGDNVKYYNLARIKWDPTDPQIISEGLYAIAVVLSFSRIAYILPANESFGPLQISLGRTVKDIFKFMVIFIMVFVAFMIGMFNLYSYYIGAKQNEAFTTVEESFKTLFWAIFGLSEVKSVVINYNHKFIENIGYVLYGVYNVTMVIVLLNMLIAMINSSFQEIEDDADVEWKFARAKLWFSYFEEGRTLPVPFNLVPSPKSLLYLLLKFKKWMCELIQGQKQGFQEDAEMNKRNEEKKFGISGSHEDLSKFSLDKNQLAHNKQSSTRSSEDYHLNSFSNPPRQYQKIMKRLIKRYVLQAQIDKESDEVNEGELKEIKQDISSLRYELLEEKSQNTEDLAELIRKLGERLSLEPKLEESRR
TRPC6 act: activates the mouse TRPC6 cation channel | B-score at 10 µM | hit rate 0.13% among 310,000 | AID 2550 | Q61143 | HEK293-TRPC6 membrane potential dye fluorescence; hits give high values;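 active = B-score of the integrated fluorescence ratio above library mean plus 3 SD, and starting fluorescence ratio within library mean plus 5 SD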;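 also: higher score means more depolarization so channel activation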
TRPC4 inh: TRPC4 (mouse) channel inhibition; HEK293 TRPC4beta/mu-opioid, DAMGO-evoked Fluo4 calcium flux; hits give low values; Q9QUQ5; hit rate 0.39% among 300,000; AID 2247; B-score at 10 µM;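 active = B-score over 3 SD under the library average, no early fluorescence shift, positive overall ratio signal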
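Material: HEK293 cells with stable TRPC4beta plus mu-opioid receptor expression; probe or stimulus: DAMGO in two steps, submaximal then maximal; technique: Fluo4 calcium fluorescence by kinetic imaging, 5 s 1 Hz baseline; measure: integrated fluorescence ratio relative to baseline, converted to per-well B score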
TRPC4 PAM: allosterically enhances the mouse TRPC4 cation channel. Q9QUQ5. HEK293 TRPC4beta/mu-opioid, DAMGO EC20, Fluo-4 Ca2+ flux; hits give high values. B-score at 10 µM. hit rate 0.42% among 310,000;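 active = B-score of calcium response area above 5 SD of library B-scores, with initial fluorescence ratio within 5 SD of library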;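 also: B-score of integrated fluorescence ratio over time as area under calcium response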
TRPC4 act: opens the mouse TRPC4 cation channel; Q9QUQ5; HEK293 TRPC4beta/mu-opioid, Fluo4 calcium fluorescence; hits give high values; B-score at 10 µM; hit rate 0.49% among 310,000; AID 2237;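 active = B-score above 5 SD of library B-scores, and initial fluorescence ratio not above library mean plus 5 SD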;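 also: positive B-score marks a calcium rise read as TRPC4 activation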
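Assay system – TRPC4beta and mu-opioid receptor HEK293 stable cells · Measured by – Fluo4 fluorescence, kinetic · Schedule – dye loading 45 min room temperature, 110 s kinetic read · Read-out – B-scored integrated calcium fluorescence ratio · Controls – buffer and maximal DAMGO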
MrgX1 allo act: allosterically activates human MrgX1 receptor signaling | hit rate 0.63% among 310,000 | B-score at 10 µM | MrgX1-HEK293, Fluo-4 calcium flux, FDSS; hits give high values | Q96LB2 | AID 588675;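 active = plate-corrected calcium response at least 3 library SD above typical, normal starting fluorescence, not activating the receptor alone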;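 also: compound read alongside a low EC10 to EC30 dose of BAM8-22 agonist; peak minus trough fluorescence over baseline measured at the second addition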
RGS4 inh: inhibitors of human RGS4. AID 463165. HEK293 M3R/RGS4 inducible, Fluo-4 calcium flux; hits give high values; triggered by carbachol at its EC20. B-score at 10 µM. hit rate 0.45% among 310,000;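 active = B-score, a plate-corrected calcium signal, over three deviations above library mean, with baseline fluorescence within five deviations of library mean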;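 also: RGS4 expression induced by doxycycline in cells with stable M3 receptor; B-score is computed from the integrated fluorescence ratio over baseline after carbachol; higher B-score means a larger calcium signal and so more RGS4 inhibition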
ANO1 activ: activators or potentiators of mouse TMEM16A chloride channel; Q8BHY3; HEK293 TMEM16A/YFP-H148Q/I152L, iodide quench fluorescence; hits give low values; B-score at 10 µM; hit rate 0.3% among 340,000; AID 623877;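 active = fluorescence-ratio B-score plate-corrected deviation score at least 3 library SD below zero, with starting fluorescence score within 5 deviations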;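 also: channel opened by trigger with iodide after compound preincubation; score built on the fluorescence ratio of max minus min over baseline; more negative score means more quench and so TMEM16A activation or potentiation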
MrgX1 antag: human MrgX1 receptor antagonism, primary screen; Q96LB2; MRGX1-HEK293 calcium flux, Fluo-4, BAM8-22 antagonism; hits give low values; B-score at 10 µM; hit rate 1.3% among 310,000; AID 588676;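 active = calcium-response B-score plate-corrected more than 3 library SD below zero, starting fluorescence within 5 deviations, no agonist response on first addition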;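 also: peak minus trough fluorescence over baseline after final BAM8-22 challenge near maximal dose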
* = called active by the depositor; i = inactive; . = not tested or not shown.

SMILES,TRPC4 inh,MrgX1 agonist,MrgX1 antag,ANO1 block,RGS4 inh,TRPC6 act,TRPC6 inh,MrgX1 allo act,ANO1 activ,TRPC4 act,TRPC4 PAM
O=c1[nH]c2c(c(=O)n1Cc1ccccc1)CCC2,i,i,i,i,i,i,i,i,i,i,i
CC(C)(C)c1nc(NC(=O)Nc2ccccc2)sc1Br,i,i,i,i,i,i,i,i,i,i,i
COc1cccc(-c2ccc(NC(=O)C3CCCN(CCCn4cccn4)C3)cc2)c1 (configuration not stated),i,i,i,i,i,i,i,i,i,i,i
COCC(C)n1c(C)cc(C(=O)COC(=O)c2oc3ccccc3c2C)c1C (configuration not stated),i,i,i,100*,i,i,i,i,i,i,i
CN(C)S(=O)(=O)c1ccc(Cl)c(NC(=O)COC(=O)CCC(=O)c2cccs2)c1,i,i,i,i,i,i,i,i,i,i,i
O=c1c2c(-c3cccs3)csc2ncn1-n1cccc1,i,i,i,i,i,i,i,i,i,i,i
Cc1ccc(CNC(=O)COC(=O)c2cc3c(s2)CCC(C)C3)cc1 (configuration not stated),i,i,i,i,i,i,i,i,i,i,i
Cc1cc(C(F)(F)F)nn1-c1nc(-c2ccco2)cc(C(F)(F)F)n1,i,i,i,i,i,i,i,i,i,i,i
CSc1ccccc1COC(=O)Nc1ccccc1C,i,i,i,i,i,i,i,i,i,i,i
CN(C)CCN(Cc1ccccc1)c1ccnc(N(C)C)c1C#N,i,i,i,i,i,i,i,i,i,i,i
CC12CCC(C(=O)Nc3ccccc3)(C/C1=N\O)C2(C)C (configuration not stated),i,i,i,i,i,i,i,i,i,i,i
COc1cc(/C=N/Nc2ccc(F)cc2F)cc(OC)c1O,i,i,i,i,i,i,i,i,i,i,i
O=c1c2oc3ccccc3c2ncn1Cc1cccc(Cl)c1,i,i,i,i,i,i,i,i,i,i,i
Cc1ccc(S(=O)(=O)Nc2nc3ccccc3nc2NCc2ccco2)cc1C,i,i,i,100*,i,i,i,i,i,i,i
CC1(C)CC(=O)C=C(C(=O)NC2CCCc3c2cnn3-c2cc(F)cc(F)c2)O1 (configuration not stated),i,i,i,i,i,i,i,i,i,i,i
Cc1ccc(CNC(=O)CSc2c3c(nc4cc(Cl)ccc24)CCCC3)o1,i,i,i,i,i,i,i,i,i,i,i
Fc1ccccc1N1CCN(Cc2cnc(Cl)s2)CC1,i,i,i,i,i,i,i,i,i,i,i
CC(C)C1CC(C(F)(F)F)n2nc(C(=O)O)cc2N1 (configuration not stated),i,i,i,i,i,i,i,i,i,i,i
CC(C)[C@H](NC(=O)c1ccc(Cl)c([N+](=O)[O-])c1)C(=O)NCc1ccc(F)cc1,i,i,i,i,i,i,i,i,i,i,i
Cc1onc(-c2ccccc2Cl)c1C(=O)Nc1ccc(Cl)cn1,i,i,i,i,i,i,i,i,i,i,i
CCOC(=O)C1CCCN(C2CC(=O)N(c3cccc(C(F)(F)F)c3)C2=O)C1 (configuration not stated),i,i,i,i,i,i,i,i,i,i,i
Cc1ccc(NCC(=O)Nc2c(C)n(C)n(-c3ccccc3)c2=O)cc1S(=O)(=O)N(C)C,i,i,i,i,i,i,i,i,i,i,i
COc1ccc(-c2nc(CS(=O)CC(=O)NCc3ccc(Cl)cc3)c(C)o2)cc1 (configuration not stated),i,i,i,i,i,i,i,i,i,i,i
CCCCn1c(SCC(=O)N2c3ccccc3CCc3ccccc32)nc2c1c(=O)n(C)c(=O)n2C,i,i,i,i,i,i,i,i,i,i,i
Nc1cc2c(cc1[N+](=O)[O-])OCCO2,i,i,i,i,i,i,i,i,i,i,i
Cc1ncc([N+](=O)[O-])n1CC(C)O (configuration not stated),i,i,i,i,i,i,i,i,i,i,i
Cc1cc(C(=O)NNc2c(Cl)cccc2Cl)no1,i,i,i,i,i,i,i,i,i,i,i
CCOC(=O)c1oc2ccc(CNC3CCCCC3)c(Cl)c2c1C,i,i,i,i,i,i,i,i,i,i,i
Cc1cc(=O)[nH]c(-n2[nH]c3c(c2=O)CCCC3)n1,i,i,i,i,i,i,i,i,i,i,i
CCN(CC(=O)NCC1CCCO1)S(=O)(=O)c1ccc2ccccc2c1 (configuration not stated),i,i,i,i,i,i,i,i,i,i,i
CCCCn1c(=O)c(CCC(=O)OCC(=O)Nc2ccc(C)c(Cl)c2)nc2ccccc21,i,i,i,i,i,i,i,i,.,i,i
CCN(CC)c1ccc(NC(=O)c2cc3ccccc3o2)c(C)c1,i,i,i,i,i,i,i,i,i,i,i
CCC(C)(C)NC(=O)C(c1cccs1)N(CC1CCCO1)C(=O)Cn1nnc2ccccc21 (configuration not stated),i,i,i,i,i,i,i,i,i,i,i
Cc1ccccc1C(N)c1ccncc1 (configuration not stated),i,i,i,i,i,i,i,i,i,i,i
O=C(CC1SC(=O)N(Cc2ccccc2Cl)C1=O)Nc1nccs1 (configuration not stated),i,i,i,i,i,i,i,i,i,i,i
CNC(=O)CSCc1cnn(-c2ccccc2)c1-n1cccc1,i,i,i,i,i,i,i,i,i,i,i
CC(C)(C)NC(=S)NC(=O)C12CC3CCC(CC(C3)C1)C2,i,i,i,i,i,i,i,i,i,i,i
Cc1cc(C)cc(NS(=O)(=O)c2ccc(NC(=S)NC(=O)c3cccs3)cc2)c1,i,i,i,i,i,i,i,i,i,i,i
COc1ccc(NC(=O)/C(=C\c2ccc(OS(=O)(=O)c3ccc(C)cc3)cc2)NC(=O)c2ccccc2)cc1,i,i,i,i,i,i,i,i,i,i,i
CCn1cc(/C=C(\NC(=O)c2ccc(OC)c(OC)c2)C(=O)NCCCO)c2ccccc21,i,i,i,i,i,i,i,i,i,i,i
CCOC(=O)c1csc(NC(=O)CN2CCN(C)CC2)n1,i,i,i,i,i,i,i,i,i,i,i
CCOc1ccc(NC(=O)CCCNC(=O)Cn2cnc3sc(C)c(C)c3c2=O)cc1,i,i,i,i,i,i,i,i,i,i,i
Cc1ccc(-c2cc(C(=O)O)c3ccccc3n2)c(C)c1,i,i,i,i,i,i,i,i,i,i,i
COc1cccc(C2CC(=O)Nc3c2c(=O)[nH]c2ncnn32)c1 (configuration not stated),i,i,i,i,i,i,i,i,i,i,i
CCOC(=O)C[C@H]1c2ccc(C(F)(F)F)cc2S(=O)(=O)N1Cc1ccccc1,.,i,i,i,i,i,i,i,i,i,i
CN(C)CC1CCCCC1OC(=O)/C=C/c1ccc(Cl)cc1Cl (configuration not stated),i,i,i,i,i,i,i,i,i,i,i
CC1(C)CC(=NNC(=O)c2n[nH]c3c2CCC3)CC(C)(C)N1,i,i,i,i,i,i,i,i,i,i,i
CC1(C)CN2C(=O)c3ccccc3C2(C)S1 (configuration not stated),i,i,i,i,i,i,i,i,i,i,i
O=C(COc1ncnc2c(Cl)cc(Cl)cc12)NC1CCCCCC1,i,i,i,i,i,i,i,i,i,i,i
CCOC(=O)CSc1n[nH]c(NC(=O)CC)n1,i,i,i,i,i,i,i,i,i,i,i
CSc1ccc(S(=O)(=O)NC2CCCCC2)cc1,i,i,i,i,i,i,i,i,i,i,i
CC[C@H](C)NC(=O)c1ccc(Cn2c(=S)[nH]c3c([nH]c4ccc(OC)cc43)c2=O)cc1,i,i,i,i,i,i,i,i,i,i,i
CN(C(=O)c1ccc(=O)n(Cc2ccc(Cl)cc2)c1)c1ccccc1,i,i,i,i,i,i,i,i,i,i,i
COc1ccc2nc(Cl)c(/C=N/Nc3ccccn3)cc2c1,i,i,i,i,i,i,i,i,i,i,i
CC(=O)c1csc(-c2cccc(-c3nc4ccc(Cl)cn4c3NC3CCCCC3)c2)c1,i,i,i,i,i,i,i,i,i,i,i
N=C(N)SCc1ccc(O)c([N+](=O)[O-])c1,i,i,i,i,i,i,i,i,i,i,i
CCN(C(=O)CN1CCN(c2ccc(O)cc2)CC1)c1c(N)n(Cc2ccccc2)c(=O)[nH]c1=O,i,i,i,i,i,i,i,i,i,i,i
CCOCC(=O)Nc1ccc(-c2cn3cccnc3n2)cc1,i,i,i,i,i,i,i,i,i,i,i
Cc1ccc(N2C(=O)N(CC(=O)Nc3ccc(C)cc3C)C(=O)C2C)cc1 (configuration not stated),i,i,i,i,i,i,i,i,i,i,i
CCN(CC)S(=O)(=O)c1ccc(C(=O)Nc2nnc(CSC)o2)cc1,i,i,i,i,i,i,i,i,i,i,i

Next section:
SMILES,TRPC4 inh,MrgX1 agonist,MrgX1 antag,ANO1 block,RGS4 inh,TRPC6 act,TRPC6 inh,MrgX1 allo act,ANO1 activ,TRPC4 act,TRPC4 PAM
CCOC(=O)c1c(C)[nH]c(C(=O)OCC(=O)Nc2cc(C)c(Cl)cc2OC)c1C,i,i,i,i,i,i,i,i,i,i,i
N#Cc1nc(COc2ccc(Cl)cc2Cl)oc1N1CCOCC1,i,i,i,i,i,i,i,i,i,i,i
COc1cccc(NC(=O)CSC2=C(C#N)C(c3ccco3)C3=C(CCCC3=O)N2)c1 (configuration not stated),i,i,i,i,i,i,i,i,i,i,i
O=S(=O)(c1ccc(-c2ccon2)s1)N1CCN(CCN2CCOCC2)CC1,i,i,i,i,i,i,i,i,i,i,i
COc1ccc(Cc2nnc(N/N=C/c3ccc(N(C)C)cc3)[nH]c2=O)cc1OC,i,i,i,i,i,i,i,i,i,i,i
COC(=O)C1=C(C(=O)OC)C(c2cc(Cl)ccc2O)c2sc(=O)[nH]c2S1 (configuration not stated),i,i,i,i,i,i,i,i,i,i,i
CC1=C(C(=O)N2CCCC(N3CCN(c4cccc(Cl)c4)CC3)C2)OCCO1 (configuration not stated),i,i,i,i,i,i,i,i,i,i,i
Cc1cc(N=Cc2c(O)n(-c3cccc(Cl)c3)c(=O)c3ccccc23)no1,i,i,i,i,i,i,i,i,i,i,i
Cc1cc(C)c(C)c(OCC(=O)N2CCOCC2)c1,i,i,i,i,i,i,i,i,i,i,i
Cc1ccc(S(=O)(=O)N2CCN(C(=O)c3ccc(S(=O)(=O)N4CCCC4)cc3)CC2)cc1,i,i,i,i,i,i,i,i,i,i,i
